# Bioassay records (PubChem BioAssay)
# NCOA1 inh: SRC1 coactivator transcriptional activity inhibitors, primary screen, cell-based, luminescence. Nuclear receptor coactivator 1 (Homo sapiens), Q15788. HEK293 GAL4-SRC1 luciferase reporter. inhibition, % at 3.6 µM. 360,000 tested, 0.12% active. AID 588354, 2011;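 active means inhibition above the campaign mean plus 3 SD, with each screening campaign given its own cutoff, cut at about 60% in these data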;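 further: 0% = DMSO treated cells and 100% = gossypol at 36 µM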
# NR2F2 inh: NR2F2 transcriptional activity inhibitors, primary screen, cell-based, luciferase reporter, HEK293T, luminescence; COUP transcription factor 2 (Homo sapiens), P24468; 370,000 tested, 0.7% active; inhibition, % at 8.6 µM; AID 686940, 2013; HEK293T NGFI-A luciferase reporter;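 active means inhibition above a per-plate cutoff, mean inhibition of test wells between control levels plus 3 SD, cut at about 38% in these data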;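 further: cells cotransfected with COUP-TFII expression vector driving the NGFI-A reporter; 0% = median of COUP-TF2 test wells and 100% = reporter-only cells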
# Vif imaging: HIV Vif self-association inhibitors, primary screen, imaging, HEK293T, single point | HEK293T cells, Vif self-association by quenched fluorescence, 24 h | inhibition, % at 7.49 µM | 340,000 tested, 0.35% active; in the data active means inhibition above about 50%, passing the limit was not always enough; further: some results filed as inactive read as strong as hits
# TROY NFkB inh: inhibitors of TROY-driven NF-kB signaling, primary screen, Q293 LMP1-TROYcd cells, NF-kB luciferase, uHTS; Q293 LMP1-TROYcd NF-kB luciferase reporter, 4 h; inhibition, % at 10 µM; 360,000 tested, 0.98% active;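 active means compounds whose plate-normalised and pattern-corrected inhibition of the luciferase reporter signal at the single screening dose is 50% or more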
# NOD2-RIPK2 inh: NOD2-RIPK2 binding disruptors in cells, primary screen, fluorescence, CHO cells, BLA complementation; Receptor-interacting serine/threonine-protein kinase 2 (Homo sapiens), O43353; CCF4 ratio; inhibition, % at 4.98 µM; 360,000 tested, 0.38% active; AID 624267, 2012; in the data active means inhibition above about 21%;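 further: 0% = vehicle only and 100% = reference blocker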
# TLR9-MyD88 block: inhibitors of TLR9-MyD88 association in cells, primary screen, cell-based, CHO, BLA complementation, fluorescence; Toll-like receptor 9 (Homo sapiens) + Myeloid differentiation primary response protein …; CCF4 FRET ratio; inhibition, % at 4.98 µM; 340,000 tested, 0.21% active;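 active means inhibition above the mean over all tested compounds plus 3 SD, cut at about 21% in these data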;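 further: 0% = DMSO only wells and 100% = clavulanate BLA inhibitor control wells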
# NCOA2 inhibitor: inhibition of GAL4-SRC2 driven luciferase reporter, primary screen, SRC2 inhibitor project, cell-based, luminescence | Nuclear receptor coactivator 2 (Homo sapiens), Q15596 | HEK293 GAL4-SRC2 luciferase reporter | inhibition, % at 9 µM | 370,000 tested, 0.17% active | AID 651957, 2012;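 active means inhibition above the mean inhibition of all tested compounds plus 3 SD, set per campaign, cut at about 52% in these data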;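 further: 0% = DMSO treated cells and 100% = cells given Gossypol at 36 µM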
# Target sequence (Q15596 whole entry, looked up, the tested form may be a part): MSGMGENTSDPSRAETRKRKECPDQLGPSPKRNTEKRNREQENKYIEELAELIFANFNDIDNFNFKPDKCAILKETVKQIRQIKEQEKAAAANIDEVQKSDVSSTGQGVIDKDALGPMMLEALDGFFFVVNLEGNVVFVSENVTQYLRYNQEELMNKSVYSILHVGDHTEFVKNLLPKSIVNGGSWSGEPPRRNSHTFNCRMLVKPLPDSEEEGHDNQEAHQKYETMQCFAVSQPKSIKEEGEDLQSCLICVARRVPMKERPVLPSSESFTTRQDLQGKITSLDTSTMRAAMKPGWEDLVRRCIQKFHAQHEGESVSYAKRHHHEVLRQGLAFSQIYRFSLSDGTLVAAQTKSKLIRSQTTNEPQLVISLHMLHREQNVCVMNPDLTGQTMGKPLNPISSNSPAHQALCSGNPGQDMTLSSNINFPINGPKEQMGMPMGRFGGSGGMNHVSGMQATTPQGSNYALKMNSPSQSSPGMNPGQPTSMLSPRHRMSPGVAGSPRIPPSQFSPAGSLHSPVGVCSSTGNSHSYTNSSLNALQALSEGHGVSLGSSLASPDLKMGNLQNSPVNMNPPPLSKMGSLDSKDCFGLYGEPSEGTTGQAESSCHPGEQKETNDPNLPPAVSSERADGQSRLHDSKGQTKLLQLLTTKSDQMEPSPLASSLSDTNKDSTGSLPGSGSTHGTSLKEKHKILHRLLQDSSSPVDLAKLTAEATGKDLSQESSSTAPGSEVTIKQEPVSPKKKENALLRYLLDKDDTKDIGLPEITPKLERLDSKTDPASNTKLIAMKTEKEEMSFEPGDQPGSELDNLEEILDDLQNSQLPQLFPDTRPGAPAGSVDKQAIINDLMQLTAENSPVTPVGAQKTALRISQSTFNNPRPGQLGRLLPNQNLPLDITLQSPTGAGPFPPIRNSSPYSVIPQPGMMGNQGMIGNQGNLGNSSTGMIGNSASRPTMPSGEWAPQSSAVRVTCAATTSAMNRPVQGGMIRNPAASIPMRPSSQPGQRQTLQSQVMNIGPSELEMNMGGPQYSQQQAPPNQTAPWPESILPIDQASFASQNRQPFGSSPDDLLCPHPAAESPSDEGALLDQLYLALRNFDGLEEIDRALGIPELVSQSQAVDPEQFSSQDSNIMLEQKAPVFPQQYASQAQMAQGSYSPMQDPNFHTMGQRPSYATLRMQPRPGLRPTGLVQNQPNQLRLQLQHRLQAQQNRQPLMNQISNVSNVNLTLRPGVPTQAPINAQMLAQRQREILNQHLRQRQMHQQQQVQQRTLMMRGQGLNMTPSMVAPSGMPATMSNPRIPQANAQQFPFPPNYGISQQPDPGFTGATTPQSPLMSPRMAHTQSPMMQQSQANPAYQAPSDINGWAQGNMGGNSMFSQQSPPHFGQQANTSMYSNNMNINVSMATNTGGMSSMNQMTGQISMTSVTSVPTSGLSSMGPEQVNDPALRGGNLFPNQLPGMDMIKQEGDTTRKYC
# SRC3 inh: SRC3 coactivator transcriptional activity inhibitors, primary screen, cell-based, luminescence; Nuclear receptor coactivator 3 (Homo sapiens), Q9Y6Q9; HEK293 GAL4-SRC3 luciferase reporter; inhibition, % at 3.6 µM; 360,000 tested, 0.17% active;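 active means inhibition above a per-campaign cutoff, the mean of all compounds plus 3 SD, cut at about 60% in these data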;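 further: 0% = DMSO-treated cells and 100% = gossypol-treated cells at 36 µM; higher means less SRC3-driven luciferase light from the GAL4 reporter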
# TRAIL sens C8: viability loss with TRAIL in NB7+C8 cells, primary screen, TRAIL sensitizer project, cell-based, ATPlite luminescence; 360,000 tested, 1% active; inhibition (viability loss, TRAIL sensitization), % at 10 µM;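 active means compounds causing at least 50% loss of cell viability in the single-dose screen, relative to plate controls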
# EBV LMP1 NFkB: EBV LMP1-driven NF-kappaB luciferase reporter inhibitors, primary screen, cell-based, luminescence, single point | inhibition, % at 12.5 µM | 350,000 tested, 0.69% active | AID 504558, 2011 | LMP1-induced NF-kappaB luciferase reporter cells; in the data active means inhibition above about 41%;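 further: 0% = neutral control wells and 100% = reference inhibitor control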
# NR5A2 inv ag: LRH-1 (NR5A2) inverse agonists, primary screen, cell-based, luminescence, HEK293T, StAR-luciferase reporter; LRH-1 transfected, 24 h; Nuclear receptor subfamily 5 group A member 2 (Homo sapiens), O00482; 360,000 tested, 0.13% active; inhibition, % at 3.6 µM; AID 602396, 2012;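 active means inhibition above the mean inhibition of all tested compounds plus 3 SD, cut at about 73% in these data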;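 further: 0% = DMSO wells and 100% = reporter-only cells lacking LRH-1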
# * hit, by the source's call; / = no result given.
SMILES,NCOA1 inh,NR2F2 inh,Vif imaging,TROY NFkB inh,NOD2-RIPK2 inh,TLR9-MyD88 block,NCOA2 inhibitor,SRC3 inh,TRAIL sens C8,EBV LMP1 NFkB,NR5A2 inv ag
COc1ccc(OC)c(/C=N/N=C(\N)c2nonc2N)c1,-35,-39,1,-73,1,-5,-8,-6,9,-2,-58
CCC(C)[C@H](N)c1cn([C@@H](Cc2ccc(O)cc2)C(=O)N2CCNCC2)nn1 (some centres undefined),-3,-5,14,-25,2,1,3,-3,-3,4,13
CC(C)c1nnc2c(N(C)S(=O)(=O)c3ccccc3)nc3ccccc3n12,4,-15,-4,25,0,4,-50,-14,-23,-3,-5
COc1cc(C(O)c2nc(-c3ccc(N(C)C)cc3)cs2)ccc1F (centres undefined),-21,/,-17,5,-5,/,/,-7,14,/,6
Cc1cc(C(=O)N/N=C/c2c(C)n(C)c3ccccc23)n[nH]1,-27,-17,-8,-13,2,-5,-30,-7,-4,-2,-4
CCC(CC)C(=O)N(C)c1c(C)nc2c(OCC(=O)C(C)(C)C)cccn12,10,-7,5,-6,6,/,14,3,0,/,3
Cc1nc(NS(=O)(=O)c2ccccc2)sc1C(C)(C)C,4,10,-1,3,5,-2,6,18,-5,5,29
O=C(C1COc2ccccc2O1)N1CCN(c2ccccc2O)CC1 (centres undefined),-6,1,26,-4,-2,-12,11,-6,9,-14,20
CC(/C=N/NC(=O)c1nn(C)c(C)c1Br)=C\c1ccccc1,-77,-50,4,-51,-2,0,-60,-59,57*,-5,-174
CCOC(=O)[C@]12CCC=C1N(Cc1ccccc1)C(=O)[C@H](CC(=O)NCc1cccc(C(F)(F)F)c1)C2,/,8,/,-2,2,/,-19,/,9,/,-22
Brc1ccccc1-c1nnc2sc(-c3ccc4c(c3)OCCO4)nn12,-22,-5,-2,-4,-7,1,5,-32,5,9,14
COc1ccccc1-c1ocnc1C(=O)N1CCN(S(=O)(=O)c2ccc(NC(C)=O)cc2)CC1,1,-8,16,-2,-3,-7,-35,-3,-2,-10,0
Cc1cc(C)c2c(n1)nn1c(NCCCN3CCOCC3)cc(C)nc21,1,8,-9,6,-14,-12,-14,-10,1,1,9
NC(=O)CC(NC(=O)c1cccc(Br)c1)c1ccc(N2CCC(N3CCCC3)CC2)c([N+](=O)[O-])c1 (centres undefined),-4,-5,/,-12,-7,-5,-4,-4,11,3,7
COc1ccc(/C(C)=N\NC(=O)CNC(=O)C(c2ccccc2)c2ccccc2)cc1OC,-19,-2,-6,2,-15,4,0,13,-5,6,8
O=C(CN(Cc1cccs1)C(=O)c1csnn1)NC1CCCC1,14,8,8,-12,0,7,-17,-2,-27,-17,1
Clc1ccccc1C1CC(c2ccccc2)=Nc2ccccc2N1 (centres undefined),-104,-29,-1,-60,-2,9,-79,-62,-4,-14,-120
CC(C)(C)c1ccc(C(=O)NCCCNC(=O)c2ccccn2)cc1,0,-1,-10,-3,-10,1,0,4,3,-10,5
O=C(COc1ncnc2ccccc12)Nc1cc(S(=O)(=O)N2CCOCC2)ccc1Cl,3,18,-2,8,8,-9,3,3,-4,-5,15
CC1Cc2ccccc2N1C(=O)CSc1ncccn1 (centres undefined),-18,5,4,-25,-1,-1,6,13,-5,-5,-5
CC(=NNC(=S)Nc1ccccc1)c1ccccn1,54,16,0,-38,-13,9,3,51,-9,72*,81*
COc1ccc(CCN2CC(C(=O)N(C)Cc3ccc(C)o3)CCC2=O)cc1 (centres undefined),-25,-6,1,-53,-7,7,-31,-35,1,-29,-46
O=C(COC(=O)c1cnccn1)c1ccc2ccccc2c1,3,9,-3,/,-4,2,2,6,-6,5,-9
NC(=O)c1ccsc1NC(=O)COC(=O)C1=NNC(=O)CC1,-11,5,1,7,8,-8,8,18,3,-5,4
CC(O)(CS(=O)(=O)Cc1ccccc1)C(=O)Nc1cccc(C(F)(F)F)c1 (centres undefined),-2,6,22,-7,11,2,-2,2,3,7,17
Cc1ccc(N=Cc2c(C)[nH]n(-c3ccccc3)c2=O)nc1,-13,7,-9,-17,3,-3,17,2,19,-1,-9
COc1cccc(S(=O)(=O)N(C)C[C@H]2Oc3ncc(Br)cc3C(=O)N([C@H](C)CO)C[C@H]2C)c1,-5,-8,0,3,5,3,-21,0,-10,1,-1
O=C(Cc1ccc2c(c1)OCCO2)Nc1cc(Cl)ccc1N1CCOCC1,-6,-16,-11,-6,14,9,12,15,2,2,-3
CCN1CCCC1CNC(=O)c1ccccc1Cl (centres undefined),-9,-2,4,-9,4,-3,-2,7,17,0,16
Cc1cc(C(=O)NC(=S)Nc2cccc(NC(=O)C(C)C)c2)ccc1[N+](=O)[O-],-12,0,-7,-13,-2,12,-21,-8,-5,1,-1
O=C(c1cc(S(=O)(=O)N2CCOCC2)c(Cl)cc1Cl)N1CCN(S(=O)(=O)c2cccc(F)c2)CC1,6,2,-4,-11,-5,-6,-4,-8,4,2,5
OC[C@@H]1CN(Cc2ccc3c(c2)OCO3)C[C@H](n2cnc3c(N4CCCC4)ncnc32)O1,-1,1,-13,2,-2,/,-2,-10,3,/,-13
O=C(N/N=C/c1ccsc1)C1CC1,-6,-1,17,-9,-6,-10,-9,-13,-11,2,-30
O=c1[nH]c(CN2CCN(S(=O)(=O)/C=C/c3ccccc3)CC2)nc2cc(Cl)ccc12,-1,14,-1,5,-11,6,-4,16,25,-4,9
CNc1nc2cccnc2s1,0,-18,3,2,1,7,-32,15,11,-4,13
COc1ccc(N=Cc2sc(O)c3ccccc23)cc1,-121,-33,4,-13,2,22*,-66,-26,12,-140,-32
COC(C[C@H]1O[C@@H]1C(=O)[C@H](C)OCc1ccccc1)OC,-3,-21,/,-4,8,4,-7,12,13,-3,4
Cc1ccc2nsnc2c1S(=O)(=O)N1CCN(C(=O)C2CCCO2)CC1 (centres undefined),-1,-11,18,5,-1,-4,6,7,5,-9,16
Cc1cc(NC(=O)CSc2nnc(C3CC3)n2Cc2ccccc2)no1,6,-2,-4,-3,-6,3,7,-5,-7,-3,2
COc1cccc(-c2ccc(-c3noc(-c4cccs4)n3)c(OC)n2)c1,-5,-4,-2,-41,-8,0,-9,-4,15,-9,16
COCCOC(=O)C1=C(C)NC2=C(C(=O)CC(C)(C)C2)C1c1cc2c(cc1Br)OCO2 (centres undefined),-27,1,/,6,4,-13,-36,13,0,5,9
Cc1cc(C)nc(SCc2nnc(SCC(=O)Nc3cc(C(F)(F)F)ccc3Cl)o2)n1,4,11,-3,1,-12,-15,-13,13,14,0,-1
CS(=O)(=O)c1nc(-c2ccccc2)cc(-c2ccccc2)c1C#N,-3,/,/,-19,1,8,/,-5,19,0,-6
CCCCOCCCNC(=O)C[C@@H]1C[C@@]2(C(=O)OCC)CCCC=C2N(Cc2ccc(Cl)cc2Cl)C1=O,/,7,/,16,2,/,12,/,-6,/,21
O=C(CCC(=O)OCC(=O)c1ccc(Br)cc1)Nc1ccc(Br)c2cccnc12,-6,-10,0,-11,-7,-12,-16,-9,-10,-3,-7
C#CCNc1cc(C)nc2ncnn12,-2,9,3,12,10,2,5,-24,-4,-12,-10
CC(C)C(N)c1csc(NC(=O)Nc2cccc(Cl)c2)n1 (centres undefined),0,1,-3,-2,0,/,6,9,21,/,-29
CC(C)Oc1ccc(C(CCN)C2CCCCC2)cc1 (centres undefined),-12,0,1,-13,5,-9,3,-9,4,6,-14
C=CCn1c(=O)c2c(nc3n2CC(C)CN3CCc2ccccc2)n(C)c1=O (centres undefined),-4,11,5,-5,-8,3,13,2,17,-12,14
C=CCn1c(SCC(=O)C(C)(C)C)nnc1-c1ccccn1,8,7,18,-15,9,-3,13,-1,2,0,30
CCOc1ncccc1C(=O)OCC(=O)N1CCc2ccccc21,6,3,0,-14,-6,2,-14,13,5,3,13
CSCCn1c(C(C)(C)C)cc(C(=O)O)c1C,-12,-7,-5,5,3,8,-31,17,-4,3,9
O=C(CSc1n[nH]c(=O)[nH]c1=O)c1cccc([N+](=O)[O-])c1,12,-5,-6,26,1,-1,-1,12,-1,9,8
COc1ccc(C(=O)CCS(=O)(=O)c2ccc(F)cc2)cc1OC,6,-11,-5,16,5,-3,0,9,3,-5,18
COCCn1c(SCC(=O)Nc2ccccc2F)nc2c([nH]c3ccccc32)c1=O,17,1,/,-12,-9,-9,11,0,1,-11,9
Nc1ncnc2c1cnn2C1CC(O)C(CO)O1 (centres undefined),6,9,3,-3,-4,-5,-37,-3,-7,3,-21
COc1ccc(-c2c([C@H]3[C@H]4C=CC[C@@H](C)[C@@H]4C(=O)N3Cc3ccccc3)ccc3ccccc23)cc1OC,-1,16,-1,10,-6,-9,21,21,31,16,32
COc1ccc(-c2csc(NC(=O)CSCC(=O)Nc3cc(C)on3)n2)cc1,-20,-10,-1,-29,4,-5,-18,-8,1,-12,-27
O=C(O)Cc1ccc(-n2cccc2)cc1,2,-1,34,-30,4,6,-18,-1,-2,7,10
Cc1cc(C)cc(NC(=O)Nn2cnnc2)c1,-8,2,-6,-9,-1,-7,-2,2,-28,8,-6
# Other entries.
SMILES,NCOA1 inh,NR2F2 inh,Vif imaging,TROY NFkB inh,NOD2-RIPK2 inh,TLR9-MyD88 block,NCOA2 inhibitor,SRC3 inh,TRAIL sens C8,EBV LMP1 NFkB,NR5A2 inv ag
N#Cc1ccc(NC(=O)CCc2ccc(S(=O)(=O)N3CCOCC3)cc2)cc1,-8,5,-5,11,5,0,-3,4,-4,4,2
COc1ccc(-n2ncc3c2CC(C)(C)CC3NC(=O)c2ccnn2C)cc1 (centres undefined),-1,1,1,-7,-6,1,2,5,-2,10,-8
Cc1cccc(C(=O)N2CCC(=O)N([C@H](COCc3ccc(Cl)cc3)Cc3ccccc3)CC2)c1,/,2,/,9,5,/,5,/,-6,/,20
CCCOc1ccc(NC(=O)CC2C(=O)N(CC)C(=S)N2CCNC(C)=O)cc1 (centres undefined),9,1,-2,-5,-7,9,-17,24,-15,4,10
N#Cc1ccsc1NC(=O)CN1CCCCCC1,13,-5,-1,-11,-8,2,-20,-1,-11,-8,-2
Cc1nnc(SCC(=O)Nc2nnc(SCc3cccc(Br)c3)s2)s1,6,13,4,6,8,-1,-7,12,-8,-2,12
O=[N+]([O-])c1ccc(-c2ccn[nH]2)o1,-5,-21,-28,6,-7,-1,-12,12,-1,6,-10

# Only part of the results is shown, so the mix of outcomes need not match the whole.
